High-throughput results (PubChem BioAssay)
SR-BI DiI-HDL act: activators of SR-BI mediated DiI-HDL uptake, primary screen, ldlA[mSR-BI] CHO cells, DiI fluorescence; 3 h; 100 = double the neutral-control signal; activation, % at 12.5 µM; hit rate 0.096% among 320,000;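 active = mean replicate activation of at least 60% and every replicate at or above 60%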;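 also: 0% = median plate neutral-control signal and 100% = twice that signal; values of inactives mirror those of a sister screen read the other way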
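Test system: SR-BI-overexpressing, LDLR-lacking CHO cells; Also added: labelled HDL, 10 µg/mL; Measured by: bottom-read cell fluorescence after medium removal, ex 550/em 595 nm; Timing: 3 h uptake period with compound, 37 °C; Buffer or medium: F12, 0.5% BSA, 25 mM HEPES; Doses: single compound concentration, delivered by pin transfer.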
Rtt109 HAT inh: inhibitors of C. albicans Rtt109/Vps75 HAT, primary screen, biochemical, ThioGlo CoA-SH fluorescence, plate reader; Histone acetyltransferase RTT109 (Candida albicans (strain SC5314 / ATCC MYA-2876)), …; AID 540336, 2011; purified Rtt109/Vps75, 4 h; hit rate 0.16% among 330,000; inhibition, % at 34.9 µM;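 active = inhibition of at least 50% in every replicate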
Target sequence (Q5AAJ8 whole entry, looked up): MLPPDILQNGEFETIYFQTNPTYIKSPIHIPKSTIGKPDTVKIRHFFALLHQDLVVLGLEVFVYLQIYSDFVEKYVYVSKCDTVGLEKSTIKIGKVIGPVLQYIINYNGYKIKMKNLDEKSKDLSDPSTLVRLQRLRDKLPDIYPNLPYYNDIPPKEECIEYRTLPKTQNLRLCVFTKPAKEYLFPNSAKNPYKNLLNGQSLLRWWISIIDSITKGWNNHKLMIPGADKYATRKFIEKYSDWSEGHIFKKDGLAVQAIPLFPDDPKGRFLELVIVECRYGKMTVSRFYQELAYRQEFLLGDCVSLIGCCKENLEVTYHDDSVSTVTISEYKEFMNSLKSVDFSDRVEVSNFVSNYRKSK
DAGLB inhibitor: DAGLB lipase inhibitors, primary screen, biochemical, fluorescence, HTS; inhibition, % at 5.17 µM; hit rate 0.059% among 340,000; HEK293T DAGLB membrane lysate, EnzChek fluorogenic substrate; Diacylglycerol lipase-beta (Homo sapiens), Q8NCG7; in the data active = inhibition above about 34%;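 also: 0% = enzyme with vehicle and 100% = wells lacking enzyme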
RTF Ca sens inh: cardiac RTF calcium sensitivity inhibitors, primary screen, biochemical, IANBD-TnC fluorescence, EC70 calcium. Troponin I, cardiac muscle (Homo sapiens) + Troponin T, cardiac muscle (Homo sapiens) + …. IANBD-labeled cardiac RTF, Ca2+ fluorescence. inhibition, % at 7.15 µM. hit rate 0.12% among 340,000. AID 493244, 2011;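 active = inhibition above the mean inhibition of all tested compounds plus 3 SD, cut at about 17% in these data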;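 also: assay run at fixed EC70 calcium of 1.6 mM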
C-LANA FP: inhibitors of KSHV C-LANA binding to DNA, primary screen, biochemical, fluorescence polarization, FAM-LBS DNA, MBP-C-LANA, single point. inhibition, % at 9 µM. hit rate 0.078% among 340,000. AID 504423, 2011;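 active = highest replicate inhibition at or above 60% at 9 µM, even if other replicates fall short; inactive = all replicates below 60% inhibition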;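 also: 0% = neutral control wells and 100% = 4 µM acridine orange control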
Keap1-Nrf2 PPI: Keap1-Nrf2 protein-protein interaction inhibitors, primary screen, biochemical, fluorescence polarization, single point. Kelch-like ECH-associated protein 1 (Homo sapiens), Q14145. Keap1 Kelch-Nrf2 peptide fluorescence polarization, 1536-well. inhibition, % at 9.4 µM. hit rate 0.15% among 340,000. AID 504523, 2011; in the data active = inhibition above about 12%;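 also: human Keap1 Kelch domain with fluorescein labeled Nrf2 9mer peptide probe; 0% = neutral control wells and 100% = peptide positive control; higher means more block of Keap1 binding to Nrf2 peptide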
Target sequence (Q14145 whole entry, looked up, the tested form may be a part): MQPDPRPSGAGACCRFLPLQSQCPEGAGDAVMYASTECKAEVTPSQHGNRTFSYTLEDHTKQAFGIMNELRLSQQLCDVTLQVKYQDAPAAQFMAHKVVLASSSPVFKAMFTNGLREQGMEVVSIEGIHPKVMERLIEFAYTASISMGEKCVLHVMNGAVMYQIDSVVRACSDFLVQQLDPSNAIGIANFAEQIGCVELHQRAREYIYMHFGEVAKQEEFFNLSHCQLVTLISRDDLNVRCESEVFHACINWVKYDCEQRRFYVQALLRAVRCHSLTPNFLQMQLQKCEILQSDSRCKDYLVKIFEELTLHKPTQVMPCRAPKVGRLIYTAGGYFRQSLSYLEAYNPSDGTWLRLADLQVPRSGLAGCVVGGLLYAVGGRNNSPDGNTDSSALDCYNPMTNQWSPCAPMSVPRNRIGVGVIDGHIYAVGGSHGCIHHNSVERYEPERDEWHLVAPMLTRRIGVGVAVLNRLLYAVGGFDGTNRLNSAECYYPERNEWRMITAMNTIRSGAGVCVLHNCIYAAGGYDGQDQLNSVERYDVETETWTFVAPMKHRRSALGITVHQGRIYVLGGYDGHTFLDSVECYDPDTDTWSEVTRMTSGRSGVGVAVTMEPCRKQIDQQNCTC
CAL PDZ FP-1: CAL PDZ peptide-binding inhibitors, primary screen, biochemical, fluorescence polarization, Cer-tagged CAL PDZ, HTS. Golgi-associated PDZ and coiled-coil motif-containing protein (Homo sapiens), Q9HD26. purified CAL PDZ, TMR-peptide fluorescence polarization, 1 h. inhibition, % at 20 µM. hit rate 0.02% among 330,000. AID 504414, 2011;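 active = highest replicate inhibition of at least 40%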;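 also: plate controls were DMSO neutral control wells for no effect and unlabeled competitor peptide control wells for full effect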
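Test system: purified CerCALP PDZ construct; Compound dosing: one concentration, 20 µM compound; Also added: TMR-labelled reporter peptide T*-PRC34 bound in PDZ groove; Read-out: inhibition from polarization loss; Controls: unlabelled peptide and DMSO controls; Signal: FP readout, S and P plane fluorescence; Incubation: 1 h at RT.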
PKA-R2B activ: activators of PKA-R2B holoenzyme, primary screen, biochemical, fluorescence polarization, Cy5-IP20, human. cAMP-dependent protein kinase catalytic subunit beta (Homo sapiens) + cAMP-dependent …. PKA-R2B holoenzyme dissociation; R2B truncated from residue 108, S112A mutant; 0% DMSO only, 100% 113 µM cGMP. activation, % at 11.4 µM. hit rate 0.079% among 340,000. AID 504700, 2011;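 active = activation above a cutoff set at the mean over all compounds plus 3 SD, cut at about 18% in these data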;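 also: higher means more holoenzyme dissociation and a rise in polarization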
CAL PDZ FP-2: untagged CAL PDZ binding inhibitors, primary screen, biochemical, fluorescence polarization, HTS; hit rate 0.92% among 300,000; inhibition, % at 24.9 µM; AID 602252, 2012; purified CAL PDZ, TMR-peptide fluorescence polarization, 1 h; Golgi-associated PDZ and coiled-coil motif-containing protein (Homo sapiens), Q9HD26;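 active = mean inhibition of at least 30% with at least half of replicates also reaching 30%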;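 also: 0% = DMSO neutral control and 100% = excess unlabeled competitor peptide PRC23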
RTF Ca sens act: cardiac RTF calcium sensitivity activators, primary screen, biochemical, IANBD-TnC fluorescence, EC20 calcium. IANBD-labeled TnC RTF fluorescence at EC20 calcium; 0% EC20 calcium, 100% full calcium. hit rate 0.24% among 340,000. AID 493008, 2010. activation, % at 7.2 µM. Troponin I, cardiac muscle (Homo sapiens) + Troponin T, cardiac muscle (Homo sapiens) + …;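 active = activation above the mean over all tested compounds plus 3 SD, cut at about 30% in these data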;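 also: rise in fluorescence read as greater calcium sensitivity of cardiac thin filaments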
Active calls of the source: *; / = not tested or not shown.

SMILES | SR-BI DiI-HDL act | Rtt109 HAT inh | DAGLB inhibitor | RTF Ca sens inh | C-LANA FP | Keap1-Nrf2 PPI | CAL PDZ FP-1 | PKA-R2B activ | CAL PDZ FP-2 | RTF Ca sens act
CC(OC(=O)C1=NN(c2ccccc2)C(=O)CC1)C(=O)NC1CCCCC1C (stereo not drawn) | 6.5 | 11.0 | -3.9 | 5.0 | -0.3 | -0.5 | -1.0 | 4.5 | -1.7 | 4.2
COc1ccc(N2CCN(C(=O)c3c(C)nn(-c4ccccc4)c3C)CC2)cc1 | -9.4 | 4.9 | -0.3 | 4.8 | 2.3 | 4.1 | -1.8 | 0.5 | -3.8 | 5.1
CC(=O)c1cccc(N/C=C\c2nnnn2-c2ccc(F)cc2)c1 | -9.1 | -2.5 | -8.3 | 2.2 | 0.0 | 0.1 | -0.1 | -1.2 | -2.6 | 2.5
Nc1nonc1-c1noc(-c2ccccc2Br)n1 | 4.1 | 1.8 | -4.3 | 0.7 | 0.2 | 2.2 | -1.4 | -4.9 | 1.8 | -0.1
COc1ccc(CNc2nc(-c3cccnc3)nn2C(=O)CC(C)C)cc1 | -12.3 | 11.5 | -8.5 | -11.1 | 0.5 | -5.4 | -11.9 | -2.7 | 3.0 | 1.6
COc1ccc(CNC(=O)CNC(=O)c2c(C)nn(C)c2Cl)cc1 | 18.1 | -28.9 | -0.2 | -1.6 | 0.1 | -2.3 | -0.7 | 0.5 | 0.1 | 3.4
Cc1cc(C(=O)C(=O)O)c(C)n1-c1ccc(Cl)c(Cl)c1 | -9.3 | 4.4 | 1.5 | 0.9 | -2.0 | -4.5 | -2.2 | -3.5 | 5.9 | -2.1
CCOC(=O)C1(C(=O)OCC)NC(=O)CC1CC(C)C (stereo not drawn) | 1.6 | -0.5 | 0.1 | -2.9 | -0.7 | -0.7 | -0.1 | -2.1 | / | 9.2
COc1ccc(/C=N/NC(=O)c2nnn(-c3nonc3N)c2-c2cccs2)c(OC)c1 | -65.8 | -6.8 | -2.7 | -2.4 | 0.5 | 0.2 | -1.7 | -6.7 | -1.6 | -1.8
O=C(COc1ncnc2sccc12)Nc1ccc2c(c1)OCCO2 | -3.7 | -7.2 | -0.1 | 3.7 | -1.2 | -4.0 | -1.2 | -0.1 | 44.2* | -5.9
CCc1noc(C)c1C(=O)Nc1ccc(S(=O)(=O)N2CCC(C)CC2)cc1 | 17.7 | 2.4 | -2.4 | -24.8 | -0.2 | -3.7 | -0.6 | 0.6 | -8.8 | -7.7
O=C(CNC(=O)c1ccc(Cl)cc1Cl)Nc1ccc(F)cc1 | / | -7.3 | -3.7 | -3.6 | 0.1 | 0.9 | -1.6 | -6.8 | 13.8 | -0.3

2 successive records out of the list so far, for reference:
SMILES | SR-BI DiI-HDL act | Rtt109 HAT inh | DAGLB inhibitor | RTF Ca sens inh | C-LANA FP | Keap1-Nrf2 PPI | CAL PDZ FP-1 | PKA-R2B activ | CAL PDZ FP-2 | RTF Ca sens act
CCc1noc(C)c1C(=O)Nc1ccc(S(=O)(=O)N2CCC(C)CC2)cc1 | 17.7 | 2.4 | -2.4 | -24.8 | -0.2 | -3.7 | -0.6 | 0.6 | -8.8 | -7.7
O=C(CNC(=O)c1ccc(Cl)cc1Cl)Nc1ccc(F)cc1 | / | -7.3 | -3.7 | -3.6 | 0.1 | 0.9 | -1.6 | -6.8 | 13.8 | -0.3

Continuation:
SMILES | SR-BI DiI-HDL act | Rtt109 HAT inh | DAGLB inhibitor | RTF Ca sens inh | C-LANA FP | Keap1-Nrf2 PPI | CAL PDZ FP-1 | PKA-R2B activ | CAL PDZ FP-2 | RTF Ca sens act
CCOc1ccc(S(=O)(=O)N(C)CC(=O)NCc2ccco2)cc1 | 4.3 | -17.8 | 1.8 | -16.7 | -1.1 | -4.1 | -2.4 | 4.0 | -1.1 | 1.7
C=CCn1c(C)cc(-c2csc(N)n2)c1C | -1.3 | -7.1 | 0.4 | -5.8 | 1.6 | -1.1 | -0.2 | -5.9 | / | 15.9
Cc1ccc(C(=O)NCc2occc2C(=O)O)o1 | 20.7 | -8.3 | -0.8 | -14.6 | 6.3 | -0.4 | -1.1 | 16.7 | -4.5 | -3.0
O=C(NCc1ccco1)c1ccc2c(=O)n(CCC3=CCCCC3)c(=O)[nH]c2c1 | -5.8 | 9.2 | 2.3 | 3.3 | 1.9 | 5.8 | -0.9 | 9.0 | 10.8 | -6.2
Cc1cc(C)nc(N/N=C/c2c[nH]c3ccccc23)n1 | 17.5 | -5.9 | 1.6 | -2.2 | 1.0 | -3.6 | 0.0 | 4.0 | 1.6 | 3.1
Cc1ccc(-c2cc(C(=O)NCC3CCCO3)c3ccccc3n2)cc1C (stereo not drawn) | -4.0 | -4.1 | 0.3 | -15.3 | 0.4 | -5.3 | 0.1 | -6.6 | 10.8 | 4.0
CCc1ccc(C(=O)NNC(=O)c2c(CC)noc2C)cc1 | -1.2 | 0.2 | 0.7 | 2.9 | 0.7 | -1.3 | 0.4 | -3.0 | 60.1* | -1.0
COc1ccccc1C(=O)N/C(=C/c1ccco1)C(=O)Nc1cccc(C(=O)O)c1 | / | 5.9 | 2.0 | -11.5 | 7.5 | -3.4 | -1.9 | 8.1 | -1.8 | 4.0
COc1ccc(Cl)cc1N(C(=O)Nc1cccc(Cl)c1)C1=NCC(C)S1 (stereo not drawn) | 25.6 | 7.5 | -0.2 | -7.7 | -1.0 | -0.1 | -1.2 | -4.4 | -0.2 | -4.8
COc1ccc(C(C[N+](=O)[O-])c2c(C)cc3ccccn23)cc1 (stereo not drawn) | -8.9 | -12.8 | 0.1 | -3.8 | -0.5 | -0.9 | -0.5 | 6.3 | 0.5 | -8.2
COc1cccc(C(=O)N2CCN(S(=O)(=O)Cc3ccccc3)CC2)c1OC | 30.2 | -2.5 | 0.5 | -3.2 | 0.5 | 0.9 | -2.3 | -16.8 | -1.4 | -2.2
COc1cccc(Cn2cccc(NC(=O)Nc3ccccc3C)c2=O)c1 | -13.6 | 18.0 | -2.4 | -11.6 | -0.7 | -8.1 | -0.7 | -9.6 | / | 9.4
COc1ccccc1NC(=S)N(CCc1ccc(OC)c(OC)c1)Cc1ccccn1 | -6.6 | 4.4 | 1.8 | -14.5 | 0.2 | 0.8 | -0.6 | -7.4 | / | -1.3
O=C(NNCc1ccccc1)c1ccccc1 | 6.8 | -0.5 | -5.1 | -9.8 | 0.9 | -7.2 | 1.1 | 5.7 | 0.6 | -0.1
COc1c(C)cc(C(=O)C2CCCN(C(=O)Cn3nc(C)nc3C)C2)cc1C (stereo not drawn) | 12.6 | 6.3 | 1.7 | -1.4 | 3.2 | -4.4 | -0.6 | 1.1 | 1.5 | -6.1
CN1CCC(N(C)C(=O)c2sc3cc(F)ccc3c2Cl)CC1 | 11.5 | / | 1.9 | -1.3 | -0.8 | -4.2 | -2.1 | 4.6 | -8.6 | -9.8
Cc1nnc(SCc2ccccc2)n(N)c1=O | 13.2 | -1.5 | -1.9 | 9.2 | -1.9 | 1.6 | 0.1 | 1.0 | -0.2 | 0.2
Cc1cc(C)n2nc(SCC(=O)Nc3ccc(F)c(F)c3F)nc2n1 | 0.1 | -4.4 | 0.9 | -9.5 | 1.2 | 2.1 | 0.2 | -3.9 | -12.4 | 2.7
Cc1ccc(C(=O)Nc2ccc3c(c2)C(=O)N(CC2CCCO2)C3=O)cc1 (stereo not drawn) | -46.8 | -1.2 | -2.2 | -0.5 | -4.5 | -2.4 | -1.9 | 5.2 | -0.2 | -5.0
O=C(NCC(c1ccco1)N1CCc2ccccc21)c1ccccc1Cl (stereo not drawn) | -28.5 | 8.8 | 4.0 | -5.1 | 0.1 | 1.1 | 0.9 | -15.4 | -2.6 | -10.5
CCC(NC(=O)Nc1cc(OC)c(OC)c(OC)c1)(C(F)(F)F)C(F)(F)F | 7.3 | 6.7 | -2.9 | 3.7 | -3.0 | -4.0 | -0.5 | -2.5 | -7.0 | -3.1
CCC(=O)/C=C1/Sc2ccc(OC)cc2N1CCO | -1.6 | 8.9 | 1.9 | -10.9 | 4.2 | 1.7 | -0.3 | -3.1 | -0.5 | 4.7
N#Cc1ccccc1NC(=O)CSC1=Nc2ccccc2C2CC=NN12 (stereo not drawn) | -49.1 | / | -0.3 | -14.7 | 0.2 | -3.2 | -1.7 | 5.8 | 0.7 | 0.1
COC(=O)Nc1ccc(S(=O)(=O)N2CCCC(C(=O)N3CCN(C)CC3)C2)cc1 (stereo not drawn) | / | 29.0 | -5.8 | -6.0 | 1.6 | 4.7 | -2.2 | -1.9 | 0.5 | -2.5
CCCCc1nnc(NC(=O)c2ccc(S(=O)(=O)N3CCOCC3)cc2)s1 | 7.7 | -1.0 | -0.1 | -1.5 | 0.6 | -3.9 | -1.9 | -7.7 | / | -0.6
Cc1ccc(C(=O)Nc2nnc(-c3ccncc3)s2)o1 | 3.2 | -2.2 | -0.4 | -5.5 | 0.4 | 1.5 | -1.3 | -3.1 | 0.1 | 2.7
COC(=O)c1ccc(S(=O)(=O)N2CCCCCC2)n1C | 12.2 | -1.9 | -1.9 | -2.2 | -0.8 | 1.5 | 0.3 | 2.5 | 0.4 | -5.0
C/C(=N/NC(=O)COc1cc(C)ccc1C(C)C)C(=O)O | 27.5 | 8.2 | 0.3 | -2.8 | -0.7 | -9.3 | -0.6 | -12.6 | 0.1 | 9.8
COc1cnn(-c2ccc(Br)cc2)c(=O)c1SCc1ccccc1 | -7.5 | -4.4 | 0.2 | -9.3 | 1.2 | 5.3 | -0.8 | 1.7 | -1.9 | -1.9
COc1ccc(C)cc1NC(=O)CSCc1ccccc1C | -28.5 | 1.0 | -15.8 | 1.9 | -0.1 | -2.3 | -0.1 | -14.0 | / | 0.6
Cc1ccc(NC(=O)C(C)N=C2NS(=O)(=O)c3ccccc32)cc1F (stereo not drawn) | -15.5 | -5.9 | -0.8 | -1.6 | -0.2 | -0.2 | 0.6 | -6.0 | -5.6 | 0.3
